High-throughput results (PubChem BioAssay)
Pin1 inh = qHTS Assay to Find Inhibitors of Pin1 | Peptidyl-prolyl cis-trans isomerase NIMA-interacting 1 (Homo sapiens), Q13526 | Pin1 FP peptide displacement, HiFluor488, 10 min | Potency, µM (doses to about 115 µM), inactives show at the highest dose activity, negative = inhibition, usual class: inhibitors | actives 0.009% (n = 390,000); active = well fitted inhibition curve with a large enough effect in the polarisation, with a control signal flat, not every such curve was filed as active; inconclusive = small, poorly fitted or top-dose-only effect, or effect the other way, or a change in a side signal; inactive = no such curve, though single readings can be large or run the other way; the % refers to the polarisation; also: potency is read from the fitted curve at half-maximal effect; % is scaled to controls: 0 for no effect and ±100 for the full control effect
Target sequence (Q13526 whole entry, looked up): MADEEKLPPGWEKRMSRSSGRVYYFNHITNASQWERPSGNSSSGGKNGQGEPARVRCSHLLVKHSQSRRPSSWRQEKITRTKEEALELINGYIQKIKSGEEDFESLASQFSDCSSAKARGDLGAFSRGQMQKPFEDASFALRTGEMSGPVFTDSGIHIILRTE
D2 antag = HTS Assay for Allosteric Antagonists of the Human D2 Dopamine Receptor: Primary Screen for Antagonists; D(2) dopamine receptor (Homo sapiens), P14416; HEK293 TREx D2 cells, calcium flux, dopamine EC80; inhibition, % at 10 µM; actives 2% (n = 340,000); AID 485344, 2010; in the data active = inhibition above about 30%; also: 0% is about no effect
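HEK293 T-REx D2 cells, tet-induced, calcium dye no-wash. Cpd pintool add, 180 s kinetic, then EC80 DA, 180 s kinetic. Ca flux read.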
TrxR1 substrate = qHTS Assay for Substrates of Mammalian Selenoprotein Thioredoxin Reductase 1 (TrxR1): qHTS. actives 0.01% (n = 390,000). purified TrxR1 substrate turnover, NADPH consumption readout. Thioredoxin reductase 1, cytoplasmic (Rattus norvegicus), O89049. AID 588456, 2011. Potency, µM (titrated, usually from 114 µM), for inactives: at the top dose activity change, negative = substrate turnover; also: potency is read from the fitted curve at half-maximal effect; % is scaled to controls: 0 for no effect and ±100 for the full control effect; nearly all actives have a fitted effect of over 50% in size
Target sequence (O89049 whole entry, looked up): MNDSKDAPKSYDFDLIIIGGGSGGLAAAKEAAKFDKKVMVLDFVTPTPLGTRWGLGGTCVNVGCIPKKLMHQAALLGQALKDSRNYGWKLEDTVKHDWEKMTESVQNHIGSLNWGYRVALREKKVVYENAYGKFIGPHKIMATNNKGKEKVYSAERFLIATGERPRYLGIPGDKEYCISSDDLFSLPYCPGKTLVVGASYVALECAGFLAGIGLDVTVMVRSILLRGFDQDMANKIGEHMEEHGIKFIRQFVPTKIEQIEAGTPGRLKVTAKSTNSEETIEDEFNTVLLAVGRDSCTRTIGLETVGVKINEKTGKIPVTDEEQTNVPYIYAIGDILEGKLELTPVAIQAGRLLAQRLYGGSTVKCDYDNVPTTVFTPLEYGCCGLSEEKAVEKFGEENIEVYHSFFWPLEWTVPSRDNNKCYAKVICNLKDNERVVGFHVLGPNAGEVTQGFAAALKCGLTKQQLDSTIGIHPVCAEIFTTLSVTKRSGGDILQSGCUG
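Rat TrxR1, dispensed at 90 nM, was prereduced with 400 uM NADPH (final) for 5 min at ~22 deg C, then incubated with compound 15 min before 400 uM selenite. A first-read NADPH fluorescence drop versus no-compound background flagged substrates.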
IDH1 R132H inh = qHTS for Inhibitors of mutant isocitrate dehydrogenase 1 (IDH1): qHTS; Potency, µM (doses to about 76.6 µM), without a hit: at the top dose activity change, negative = inhibition, most hits filed as inhibitors; AID 602179, 2012; actives 0.093% (n = 390,000); IDH1-R132H enzyme, NADPH consumption, diaphorase/resazurin fluorescence; also: potency is read from the fitted curve at half-maximal effect; % is scaled to controls: 0 for no effect and ±100 for the full control effect; nearly all actives have a fitted effect of over 65% in size
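IDH1-R132H (0.5 ug/mL dispensed) in pH 7.5 Tris buffer was preincubated 30 min with compound, then given a substrate mix of 0.016 mM NADPH and 2 mM alpha-KG for 80 min at room temperature; remaining NADPH was read by diaphorase/resazurin fluorescence.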
TRHR agonist = qHTS for Small Molecule Agonists and Allosteric Enhancers of Human TRH Receptor: Primary Screen for Agonists; Thyrotropin-releasing hormone receptor (Homo sapiens), P34981; TRHR cells, calcium flux fluo-8, FDSS agonist mode; activation, % at 2 µM; actives 0.18% (n = 360,000); in the data active = activation above about 30%; also: 0% is about no effect
Target sequence (P34981 whole entry, looked up): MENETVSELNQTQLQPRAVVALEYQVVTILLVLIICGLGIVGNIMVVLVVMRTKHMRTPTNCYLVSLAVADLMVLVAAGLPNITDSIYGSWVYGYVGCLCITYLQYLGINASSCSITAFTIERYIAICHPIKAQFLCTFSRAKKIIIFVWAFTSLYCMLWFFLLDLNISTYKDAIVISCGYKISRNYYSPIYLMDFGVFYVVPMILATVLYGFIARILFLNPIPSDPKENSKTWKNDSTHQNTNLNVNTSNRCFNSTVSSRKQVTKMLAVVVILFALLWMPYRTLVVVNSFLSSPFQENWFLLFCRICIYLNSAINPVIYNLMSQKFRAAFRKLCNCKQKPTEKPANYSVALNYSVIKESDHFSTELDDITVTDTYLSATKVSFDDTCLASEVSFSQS
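Agonist-mode FDSS calcium read (Ex 480/Em 530, 1 s cycles) in 1536-well TRHR cells with fluo-8 dye, after 10-cycle baseline and 23 nL compound addition; TRH at EC20 (10 nM final) added afterwards for the enhancer phase.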
D2 ag = HTS Assay for Allosteric Agonists of the Human D2 Dopamine Receptor: Primary Screen for Agonists; D(2) dopamine receptor (Homo sapiens), P14416; HEK293 T-REx D2 cells, calcium flux agonist mode; activation, % at 2 µM; actives 0.53% (n = 340,000);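 active = activation over 3 SD above normal in the single-dose calcium agonist read, cut at about 30% in these data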; also: 0% is about no effect
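Agonism scored from kinetic calcium signal (1 read/sec, 180 s) following compound pin transfer, after a 10 s baseline. Cells: HEK293 Trex line expressing inducible D2 receptor coupled to calcium, dye-loaded after overnight culture at 30 C.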
TRHR enhancer = qHTS for Small Molecule Agonists and Allosteric Enhancers of Human TRH Receptor: Primary Screen for Enhancers | TRHR cells, fluo-8 calcium fluorescence, EC20 TRH enhancement | enhancement, % at 2 µM | actives 0.66% (n = 360,000); in the data active = enhancement above about 30%; also: 0% is about no effect
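Enhancer read-out: after compound pinning and an initial kinetic agonist-mode read, an EC20 of TRH (10 nM final) was injected and fluo-8 calcium signal (Ex 480/Em 530) followed at 1 s/cycle for 100 cycles in TRHR-expressing cells.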
rTrxR1 inhibitor = qHTS Assay for Inhibitors of Mammalian Selenoprotein Thioredoxin Reductase 1 (TrxR1): qHTS; Thioredoxin reductase 1, cytoplasmic (Rattus norvegicus), O89049; Potency, µM (titrated, usually from 114 µM), for inactives: at the top dose activity change, negative = inhibition, actives largely listed as inhibitors; AID 588453, 2011; recombinant rTrxR1, NADPH fluorescence consumption, selenite substrate; actives 1% (n = 390,000); also: potency is read from the fitted curve at half-maximal effect; % is scaled to controls: 0 for no effect and ±100 for the full control effect; nearly all actives have a fitted effect of over 65% in size
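Rat TrxR1 (90 nM in the dispensed reagent) was pre-reduced with 400 uM NADPH for 5 min at room temperature, then incubated with compound for 15 min. After 400 uM selenite was added, NADPH fluorescence (Ex 340/Em 450 nm) was followed for 8 min.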
USP1-UAF1 inh = Inhibitors of USP1/UAF1: Primary Screen; Potency, µM (highest dose often 57.1 µM), for the others: at the top dose activity change, negative = inhibition, actives largely listed as inhibitors; actives 0.23% (n = 390,000); recombinant USP1/UAF1, Ub-Rhodamine cleavage fluorescence; also: potency is read from the fitted curve at half-maximal effect; % is scaled to controls: 0 for no effect and ±100 for the full control effect; nearly all actives have a fitted effect of over 60% in size; inactives centre near -12
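Step one: compound is pinned into 1nM USP1/UAF1 in HEPES pH 7.8 buffer with TCEP. Step two: 15 min room-temperature incubation. Step three: Ub-Rho (150nM final) starts cleavage, tracked by fluorescence over six one-minute reads.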
An asterisk follows results filed as active; [ ] = dose if it differs, or a comment. Unless noted, calls follow the shape of the dose curve; as a rule, active = well fitted inhibition curve with a large enough effect; inconclusive = small, poorly fitted or top-dose-only effect; inactive = no such curve, though single readings can be large or run the other way. Only part of the results is shown; the hit share may differ from the screen's.

For FC(F)(F)c1ccc(/C=N/N2CCN(Cc3ccccc3)CC2)cc1 the results were Pin1 inh -1%, D2 antag -7, TrxR1 substrate -4%[57.1 µM], IDH1 R132H inh 3%, TRHR agonist 1.4, D2 ag 0.5, TRHR enhancer -2, rTrxR1 inhibitor -6%[57.1 µM] and USP1-UAF1 inh -17%.
For CCN(CC)S(=O)(=O)c1ccc2c(c1)oc(=O)n2CC(=O)N(C)C1CCCCC1 the results were Pin1 inh 5%, D2 antag -1, TrxR1 substrate -2%, IDH1 R132H inh 4%, TRHR agonist 0.9, D2 ag 1.2, TRHR enhancer -7, rTrxR1 inhibitor 10% and USP1-UAF1 inh -11%.
Screening O=C(CCCC(=O)OCC(=O)c1ccc(F)cc1)Nc1cc(C(F)(F)F)ccc1Cl returned Pin1 inh -1%, D2 antag 47*, TrxR1 substrate -1%[57.1 µM], IDH1 R132H inh 3%, TRHR agonist 2.1, D2 ag 0.6, TRHR enhancer -1, rTrxR1 inhibitor 3%[57.1 µM] and USP1-UAF1 inh -10%.
`CCN(CC)S(=O)(=O)c1ccc(N2CCOCC2)c(NC(=O)c2c3c(nc4ccccc24)CCC3)c1` gave Pin1 inh inconclusive, D2 antag 1, TrxR1 substrate -1%, IDH1 R132H inh 3%, TRHR agonist -0.1, D2 ag -2.6, TRHR enhancer 1, rTrxR1 inhibitor 8% and USP1-UAF1 inh -15%.
CCCc1cc(C(=O)NNC(=S)NC(C)c2ccccc2)cs1 (stereo unspecified) was read as Pin1 inh -1%, D2 antag -33, TrxR1 substrate -7%, IDH1 R132H inh 3%, TRHR agonist -0.3, D2 ag 0.3, TRHR enhancer 9, rTrxR1 inhibitor -12% and USP1-UAF1 inh -4%.
O=C(NCCN1CCOCC1)c1csc2c1CCCC2 was read as Pin1 inh -4%, D2 antag -10, TrxR1 substrate 1%, IDH1 R132H inh 1%, TRHR agonist -0.5, D2 ag 0.0, TRHR enhancer -2, rTrxR1 inhibitor 22% and USP1-UAF1 inh -8%.
`COc1ccc(C(=O)N(CC(=O)Nc2sc(C)c(C)c2C(N)=O)C2CCCC2)cc1` gave Pin1 inh 1%, D2 antag -24, TrxR1 substrate 7%[57.1 µM], IDH1 R132H inh 2%, TRHR agonist 1.8, D2 ag 1.5, TRHR enhancer 0, rTrxR1 inhibitor 10%[57.1 µM] and USP1-UAF1 inh -15%.
Screening Cc1ccc(Cl)cc1N1CCN(S(=O)(=O)c2ccc3c(c2)oc(=O)n3C)CC1 returned Pin1 inh 1%, D2 antag -2, TrxR1 substrate 6%, IDH1 R132H inh 4%, TRHR agonist 0.1, D2 ag -0.3, TRHR enhancer -5, rTrxR1 inhibitor 28% and USP1-UAF1 inh -18%.
For CCOC(=O)c1c(C)nc(SC)c(C#N)c1-c1ccccc1 the results were Pin1 inh inconclusive, D2 antag 0, TrxR1 substrate 0%, IDH1 R132H inh -4%, TRHR agonist -0.5, D2 ag -0.4, TRHR enhancer 6, rTrxR1 inhibitor 5% and USP1-UAF1 inh -17%.
Screening Cc1ccc(S(=O)(=O)c2c(Nc3ccccc3)sc(C(=O)c3ccc4c(c3)OCO4)c2N)cc1 returned Pin1 inh 29%, TrxR1 substrate -10%[57.1 µM], IDH1 R132H inh -12%, TRHR agonist 3.2, D2 ag 3.2, TRHR enhancer 3, rTrxR1 inhibitor -10%[57.1 µM] and USP1-UAF1 inh -23%.
For O=C(COc1ccc(Cl)cc1Cl)N/N=C/c1cccnc1 the results were Pin1 inh -8%, D2 antag -13, TrxR1 substrate 1%, IDH1 R132H inh 3%, TRHR agonist 0.1, D2 ag 0.2, TRHR enhancer -3, rTrxR1 inhibitor 17% and USP1-UAF1 inh -10%.
For CSc1ccccc1NC(=O)CN(C)CC(=O)NCC(=O)Nc1ccc(F)cc1 the results were Pin1 inh -1%, D2 antag 18, TrxR1 substrate -1%, IDH1 R132H inh 5%, TRHR agonist 0.1, D2 ag 0.7, TRHR enhancer -1, rTrxR1 inhibitor 0% and USP1-UAF1 inh -8%.
For COc1cc(/C=N/Nc2nc(=O)[nH]nc2C)cc([N+](=O)[O-])c1O the results were Pin1 inh -4%, D2 antag -9, TrxR1 substrate -23%, IDH1 R132H inh 8%, TRHR agonist 0.4, D2 ag -0.1, TRHR enhancer 4, rTrxR1 inhibitor -26% and USP1-UAF1 inh inconclusive.
For Cc1ccc(S(=O)(=O)N(Cc2cccc(C)c2)C(=O)N2CCN(C)CC2)cc1 the results were Pin1 inh 2%, D2 antag -10, TrxR1 substrate -7%, IDH1 R132H inh -3%, TRHR agonist 2.6, D2 ag -0.5, TRHR enhancer -3, rTrxR1 inhibitor -6% and USP1-UAF1 inh 4%.
COc1ccc(C(=O)CN2C(=O)NC3(CCCc4ccccc43)C2=O)c(OC)c1 (stereo unspecified) was read as Pin1 inh 11%, D2 antag -33, TrxR1 substrate 2%, IDH1 R132H inh 2%, TRHR agonist 1.1, D2 ag 0.9, TRHR enhancer 2, rTrxR1 inhibitor 0% and USP1-UAF1 inh -9%.
For COc1ccc(OC)c(NC(=O)c2c(NC(=O)CNCc3ccco3)sc3c2CCC3)c1 the results were Pin1 inh 1%, D2 antag 5, TrxR1 substrate 28%, IDH1 R132H inh -1%, TRHR agonist 0.5, D2 ag -0.3, TRHR enhancer 0, rTrxR1 inhibitor 4% and USP1-UAF1 inh -13%.
`CC(C)/C=C1\CC/C(=C\c2cccnc2)C1=O` gave Pin1 inh 0%, D2 antag 3, TrxR1 substrate 0%, IDH1 R132H inh inconclusive, TRHR agonist -0.5, D2 ag -0.2, TRHR enhancer -1, rTrxR1 inhibitor -25% and USP1-UAF1 inh -22%.
For O=C(Cn1c(-c2cccs2)cc2cc(Cl)ccc21)N1CCCCC1 the results were Pin1 inh 4%, TrxR1 substrate 38%[activator], IDH1 R132H inh -4%, TRHR agonist 0.3, D2 ag 0.5, TRHR enhancer -4, rTrxR1 inhibitor 17% and USP1-UAF1 inh -12%.
CCOC(=O)C(C)Oc1ccc(C2NC(=O)NC(C)=C2C(C)=O)cc1Br (stereo unspecified) was read as Pin1 inh 0%, D2 antag -34, TrxR1 substrate -10%, IDH1 R132H inh -1%, TRHR agonist 0.0, D2 ag -0.8, TRHR enhancer 0, rTrxR1 inhibitor -27% and USP1-UAF1 inh 3%.
Screening COc1cc(C(=O)N2CCSCC2)ccc1OC1CCN(C(C)=O)CC1 returned Pin1 inh -1%, D2 antag -8, TrxR1 substrate 11%, IDH1 R132H inh 0%, TRHR agonist 0.2, D2 ag 0.6, TRHR enhancer -4, rTrxR1 inhibitor -7% and USP1-UAF1 inh -19%.

3 entries out of the list, ordered by molecular weight, lowest first.
Screening Cc1ccc(Cl)cc1N1CCN(S(=O)(=O)c2ccc3c(c2)oc(=O)n3C)CC1 returned Pin1 inh 1%, D2 antag -2, TrxR1 substrate 6%, IDH1 R132H inh 4%, TRHR agonist 0.1, D2 ag -0.3, TRHR enhancer -5, rTrxR1 inhibitor 28% and USP1-UAF1 inh -18%.
CCOC(=O)C(C)Oc1ccc(C2NC(=O)NC(C)=C2C(C)=O)cc1Br (stereo unspecified) was read as Pin1 inh 0%, D2 antag -34, TrxR1 substrate -10%, IDH1 R132H inh -1%, TRHR agonist 0.0, D2 ag -0.8, TRHR enhancer 0, rTrxR1 inhibitor -27% and USP1-UAF1 inh 3%.
`COc1ccc(C(=O)N(CC(=O)Nc2sc(C)c(C)c2C(N)=O)C2CCCC2)cc1` gave Pin1 inh 1%, D2 antag -24, TrxR1 substrate 7%[57.1 µM], IDH1 R132H inh 2%, TRHR agonist 1.8, D2 ag 1.5, TRHR enhancer 0, rTrxR1 inhibitor 10%[57.1 µM] and USP1-UAF1 inh -15%.

Further records follow:
O=C(CSc1nc2[nH]c(=O)[nH]c(=O)c2s1)Nc1cccc(F)c1 was read as Pin1 inh 6%, D2 antag -4, TrxR1 substrate -2%, IDH1 R132H inh -5%, TRHR agonist 0.1, D2 ag 0.5, TRHR enhancer 3, rTrxR1 inhibitor -9% and USP1-UAF1 inh -17%.
For CC(C)CCNC(=O)C(c1cccs1)N(CC1CCCO1)C(=O)Cn1nnc2ccccc21 (stereo unspecified) the results were Pin1 inh -1%, D2 antag 10, TrxR1 substrate 5%, IDH1 R132H inh -3%, TRHR agonist -0.5, D2 ag -0.6, TRHR enhancer -23, rTrxR1 inhibitor 14% and USP1-UAF1 inh -2%.
`C=CCNC(=O)COC(=O)COc1ccc(Cl)cc1` gave Pin1 inh -3%, D2 antag 6, TrxR1 substrate 6%, IDH1 R132H inh -9%, TRHR agonist -0.2, D2 ag -0.5, TRHR enhancer -6, rTrxR1 inhibitor 13% and USP1-UAF1 inh -7%.
`COc1cccc(-c2csc(NNC(=O)c3cccs3)n2)c1` gave Pin1 inh 0%, D2 antag -1, TrxR1 substrate -15%, IDH1 R132H inh 3%, TRHR agonist 0.2, D2 ag 0.1, TRHR enhancer -2, rTrxR1 inhibitor -19% and USP1-UAF1 inh 3%.
